# PV pol inh – poliovirus RNA polymerase inhibition | poliovirus polymerase elongation, fluorescence polarization; hits give low values | hit rate 0.66% among 150,000 | % elongation, % (compound at 16.7 µg/mL); in the data active = % elongation below about 90%; note: some results filed as inactive read as strong as hits
# Target sequence (P03300 1749-2209 limits assumed): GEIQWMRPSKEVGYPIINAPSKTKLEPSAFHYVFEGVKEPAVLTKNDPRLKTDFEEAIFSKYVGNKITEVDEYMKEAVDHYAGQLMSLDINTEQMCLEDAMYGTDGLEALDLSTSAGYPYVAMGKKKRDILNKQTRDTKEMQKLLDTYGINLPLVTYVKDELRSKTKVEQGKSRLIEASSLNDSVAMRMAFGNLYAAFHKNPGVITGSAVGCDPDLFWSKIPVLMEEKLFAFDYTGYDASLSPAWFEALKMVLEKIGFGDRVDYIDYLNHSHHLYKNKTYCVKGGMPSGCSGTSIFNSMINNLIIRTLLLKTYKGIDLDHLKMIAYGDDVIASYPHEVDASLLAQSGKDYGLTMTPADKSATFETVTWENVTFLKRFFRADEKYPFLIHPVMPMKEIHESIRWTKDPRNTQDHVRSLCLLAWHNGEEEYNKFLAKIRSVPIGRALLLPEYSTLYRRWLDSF
# PV pol inh FP z-score – recorded beside PV pol inh, whose call it bears; z-score; measured here: FP z-score; hits read low
# Active calls of the source: *; & = joins results of further samples.
Compound,PV pol inh,PV pol inh FP z-score
Cc1ccccc1N=C1C(=O)N(CN2CCCCC2)c2ccc(Br)cc21,98,-0.7
Cc1ccc(S(=O)(=O)/C(C#N)=C/C2=Cc3ccccc3OC2)cc1,49,-5.2
CCOC(=O)C1(C)C=C(Nc2ccc(C(=O)O)cc2)C(=O)N1c1ccc(C(=O)O)cc1 (stereo not given),110,-0.2
Cc1ccc(CN(C)C)c(OC(=O)N(C)C)c1,101,0
CC(=O)OCc1cnc(C)c2oc(=O)c(C(=O)Nc3ccc(C)cc3Cl)cc12,106,0.1
COc1ccc(CNS(=O)(=O)c2cc(Br)cc3c2N(C(C)=O)C(C)C3)cc1 (stereo not given),107,0.9
CN(C)S(=O)(=O)N(CC(=O)N1CCCC1)c1ccccc1,101,0.2
CC(C)[N+](C)(CCC(C(N)=O)(c1ccccc1)c1ccccc1)C(C)C,100&99,0.1&-0.3
Cc1nc2ccn(Cc3ccco3)c(=O)c2cc1C(=O)NCc1ccc(F)cc1,111,0.9
CCOC(=O)c1ccc(N2C(=O)c3n[nH]c(-c4ccco4)c3C2c2ccc(OCC)cc2)cc1 (stereo not given),109,0.5
O=C(c1ccc(F)cc1)n1nc(-c2ccc(Cl)cc2)nc1NCc1ccco1,106,0.2
CCOC(=O)c1c(N=Cc2ccc(OC)c(OC)c2Cl)n[nH]c1C,111,1.5

# Other records:
Compound,PV pol inh,PV pol inh FP z-score
S=c1ccc2ccccc2[nH]1,103,0.1
COC(=O)C(=C/C(C)=C/c1ccco1)C(=O)OC,102,0.8
C=CCC(CC=C)(CNC(=O)C(=O)Nc1cc(C)ccc1OC)c1ccc(OC)c(OC)c1,104,-0.7
Cn1c(SCc2ccc(F)cc2)nc2ccc(C(=O)N3CCc4ccccc43)cc21,100,-0.3
O=c1ccc2cc(S(=O)(=O)NCc3ccccc3)ccc2o1,100,-0.1
O=C(Cn1c(-c2cccs2)cc2cc(Cl)ccc21)N1CCCCC1,113,0.5
Cc1csc(C(C#N)C(=O)CSc2nnc(NC3CC3)s2)n1 (stereo not given),103,0.1
CC(C1CC2CCC1C2)n1c(-c2cccs2)n[nH]c1=S (stereo not given),101,0
COc1cccc(C(=O)N(Cc2sccc2C)C2CCS(=O)(=O)C2)c1 (stereo not given),121,0.4
COc1ccc(OC)c(NC(=O)Cn2c(=O)n(Cc3nc(C)no3)c(=O)c3ccccc32)c1,103,-1.1
Cc1ccc(N(CC(N)=O)S(=O)(=O)c2ccccc2)cc1,100,0.1
O=C(Nc1ccc(C(=O)N2CCN(c3ccc(F)cc3)CC2)cc1)c1nsc2ccccc12,102,-1.3

# (more compounds)
Compound,PV pol inh,PV pol inh FP z-score
CCCC(=O)N/N=C/c1ccc(Br)cc1,103,0.2
Cc1cccc(-c2nsc(SCC(=O)N3CCCCC3)n2)c1,102,0.2
Cc1ccc(-n2ncc3c(Nc4ccc5c(c4)OCCO5)ncnc32)cc1Cl,99,-1.3
Cc1ccccc1C(=O)NC1(C(F)(F)F)N=C(c2ccccc2)N(C2CCCCC2)C1=O (stereo not given),108,0.8
CCc1ccc2c(c1)NC(c1cccnc1)=NC(c1ccc(C(C)(C)C)cc1)=N2,104,-0.9
COCCNC(=O)c1ccc2snnc2c1,103,0.3
CCN(CC)CCCNC(=O)c1ccc2c(=O)n(CCc3ccccc3)c(=O)[nH]c2c1,109,1.1
O=C1CC(c2ccc(F)cc2)c2c(c3ccccc3[nH]c2=O)O1 (stereo not given),102,-0.9
N#C/C(=C\c1cn(-c2ccccc2)nc1-c1ccccc1Cl)C(N)=O,103,0.1
Cc1cccc(-c2nc3s/c(=C\C4=Cc5ccccc5OC4)c(=O)n3n2)c1,101,-0.3
COC(=O)CN1C(=O)c2ccccc2NC1c1ccc(OC)cc1 (stereo not given),102,0.2
COC(=O)c1ccccc1NC(=O)CCCn1nc(C)c2c(C)n(-c3ccccc3)nc2c1=O,111,0.5

# Following part:
Compound,PV pol inh,PV pol inh FP z-score
CC1=C(C(=O)OCC(F)(F)F)C(c2ccc3c(c2)OCO3)NC(=O)N1 (stereo not given),104,0.3
C/C=N/NC(=O)COc1ccc(Cl)cc1,103,0.5
CCOc1cccc(=[O+]CC)c2c(C)oc(C)c12,95,-1.4
Cc1n[nH]c(C)c1N1C(=O)c2cccc3c(Br)ccc(c23)C1=O,103,0.2
CCn1c(C(=O)N2CCC(C(=O)NCc3cccc(OC)c3)CC2)cc2occc21,102,0.2
NC(CC(=O)OC1CCCCC1)C(=O)OC1CCCCC1 (stereo not given),101,-0.3
CCCOc1ccc(-c2nonc2NC(=O)c2oc3ccc(F)cc3c2C)cc1OCCC,102,0.1
Cc1nnsc1C(=O)NCc1c(Cl)cccc1Sc1ccc(Cl)cc1,107,0.9
Cc1ccc(Cn2c(=O)c3cccnc3n(Cc3ccc(C)cc3)c2=O)cc1,106,0.5
COC(=O)c1c(C)nc(C)c(C(=O)OC)c1-c1csc(S(=O)(=O)N2CCSCC2)c1,109,1
Cc1c(Cl)cccc1-n1ncc(C(=O)N2CCC(C)CC2)c1C1CCN(C(=O)OC(C)(C)C)CC1,107,0.1
O=c1[nH]c2ccccc2c2ccccc12,97&98,-0.5&0

# Following part:
Compound,PV pol inh,PV pol inh FP z-score
Cc1ccc(-n2c(SCc3ccccc3)nnc2-c2cccnc2)cc1Cl,100,-0.9
CN(C)c1ccc(C2C3=C(CC(C)(C)CC3=O)Oc3nc(N)c(C#N)c(N)c32)cc1 (stereo not given),104,1.4
COCC(C)NC(=O)C1CCN(S(=O)(=O)c2ccc(F)cc2)CC1 (stereo not given),103,0.2
N#CC(C(N)=S)=C1CCCCC1,100,0.1
C=C(C)C[N+](C)(C)Cc1c(C)ccc2ccccc12,101,-0.3
CC(=O)Nc1ccc(S(=O)(=O)NC2(C(F)(F)F)NC(=O)N(C3CCCCC3)C2=O)cc1 (stereo not given),105,2
Cc1cc(F)ccc1NC(=O)C1CCC(CNS(=O)(=O)c2ccc3c(c2)CCCC(=O)N3)CC1 (stereo not given),106,-0.2
O=C(O)c1oc2ccc(Br)cc2c1-n1cccc1,103,0.2
Cc1ccc(C)c(CN2C(=O)c3ccccc3S(=O)c3ccc(C(=O)N4CCN(c5ccccc5F)CC4)cc32)c1 (stereo not given),106,0.1
O=C(Nc1ccc(F)c(Cl)c1)C1CCN(c2ncccn2)CC1,108,0.5
COc1ccc(-c2cc(C(=O)NCCc3ccc(OC)c(OC)c3)c3c(-c4ccc(F)cc4)[nH]nc3n2)cc1,107,0.2
Cc1csc(N(C(=O)/C=C/c2ccco2)c2ccccc2)n1,96,-0.5

# Continuation.
Compound,PV pol inh,PV pol inh FP z-score
Cc1cc(C)c(-n2c(SCC(=O)Nc3ccccc3Cl)n[nH]c2=O)c(C)c1,105,0
CC1Cc2ccccc2N1Cc1cccc(S(=O)(=O)N(C)C)c1 (stereo not given),110,1.6
NC(=O)CSc1ncc2c(n1)-c1ccccc1N(Cc1ccc(F)cc1)S2(=O)=O,110,0.3
Cc1ccccc1NC(=O)C(C)Sc1nc2ncccc2o1 (stereo not given),101,0.2
CCN1C(=O)/C(=C2/C=Cc3ccccc3N2CC)N(C)C1=S,93,-1.2
COC(=O)c1cc(-c2c(C)oc3cc(O)ccc3c2=O)c(C)o1,102,0.1
O=C(NCc1ccccc1)c1ncn[nH]1,101,0.1
O=c1cc(CSc2nnnn2-c2ccccc2)[nH]c(=S)[nH]1,100,-0.5
CCN1C(=O)C(=Cc2cc(C)n(C3CC3)c2C)C(=O)N(CC)C1=S,100,-0.1
COC(=O)c1c(NC(=O)c2ccc(OC)cc2OC)sc2c1CCCCC2,100,-1.3
O=C(CSc1ncc(-c2ccccc2)[nH]1)c1ccc(-c2ccccc2)cc1,102,-0.1
c1ccc(-c2cc3c(ncn4cnnc34)s2)cc1,103,0.5

# Continued:
Compound,PV pol inh,PV pol inh FP z-score
CCn1cc(C(=O)O)c(=O)c2cc(F)c(N(C)CCc3ccc(OC)c(OC)c3)cc21,100,-0.3
CCN(CC)S(=O)(=O)c1ccc2c(c1)nc(CN(C)C(=O)Nc1cccc(Cl)c1)n2C,108,0.5
Cc1cc(C)n(CCCNC(=O)CSc2ncnc3scc(-c4ccccc4)c23)n1,101,-0.2
Cc1ccc(NC(=O)CSc2nnc(C)n3c2cc2sccc23)cc1F,101,-0.1
CN(C)C12CC3CC(CC(C(=O)O)(C3)C1)C2,99,-0.3
O=C(/C=N/O)NCc1ccccn1,98,-0.5
O=c1cc(CO)oc2c1OCN(C1CCS(=O)(=O)C1)C2 (stereo not given),107,1
CCOc1ccccc1N1CC(C(=O)NC2CCCCCC2)CC1=O (stereo not given),106,0.3
Cn1c2nc3ccccc3nc2c2c(=O)n(Cc3ccccc3)cnc21,99,-1.2
O=C(CCCc1c[nH]c2ccccc12)NCCN1CCOCC1,101,0.1
CC(CC1OCC(CN2CCCCC2)O1)CC(C)(C)C (stereo not given),107,0.4
CCOc1ccc(NC(=O)C2CC(=O)NC(=Nc3ccc(Cl)c(Cl)c3)S2)cc1 (stereo not given),105,0

# Quoted from the listing.
# For PV pol inh FP z-score, `CCOc1ccccc1N1CC(C(=O)NC2CCCCCC2)CC1=O` (stereo not given) is listed with 0.3
# For PV pol inh, `CN(C)C12CC3CC(CC(C(=O)O)(C3)C1)C2` is listed with 99

# Next part:
Compound,PV pol inh,PV pol inh FP z-score
CC(=O)N1CCCc2cc(S(=O)(=O)N3CCCC(C(=O)NCc4ccc(Cl)cc4)C3)ccc21 (stereo not given),110,0.7
O=C(CSc1n[nH]c(-c2ccccc2F)n1)NN1C(=O)NC2(CCCCC2)C1=O,101,-0.2
O=C(NCC(c1ccco1)S(=O)(=O)c1cccs1)c1ccc(F)cc1 (stereo not given),101,-0.3
CCCn1c(C)cc(/C=C(\C#N)C(=O)Nc2ccccc2)c1C,105,0.4
COc1cc(OC)cc(-n2c(=O)c3sccc3n(Cc3cc(=O)n4c(C)cccc4n3)c2=O)c1,99,-1.3
Cc1ccccc1-c1nc(NC(=O)CSc2ncnc3sc4c(c23)CCCC4)ns1,106,0.2
COc1ccccc1NC(=O)C1=C(C)Nc2ncnn2C1c1ccc[nH]1 (stereo not given),116,2.3
COc1ccc(C(=O)NC(=O)CSc2nc3cc(S(=O)(=O)N4CCCCC4)ccc3o2)cc1,110,0.7
CCCCCn1c(=O)[nH]c2cc(C(=O)N3CCN(c4cc(C)ccc4C)CC3)ccc2c1=O,101,0.2
Cc1ccc(NC(=O)n2ccnc2)cc1NC(=O)n1ccnc1,111,0.8
C=C(C)COc1cc(O)c2c(=O)cc(-c3ccccc3)oc2c1,104,0.4
Cc1sc2nc(CSCC(=O)OC(C)(C)C)[nH]c(=O)c2c1C,110,1

# Another view of 19 compounds above.
# Below each compound – PV pol inh, PV pol inh FP z-score
Cc1cc(C)n(CCCNC(=O)CSc2ncnc3scc(-c4ccccc4)c23)n1
 : 101, -0.2
Cc1ccc(NC(=O)CSc2nnc(C)n3c2cc2sccc23)cc1F
 : 101, -0.1
CN(C)C12CC3CC(CC(C(=O)O)(C3)C1)C2
 : 99, -0.3
O=C(/C=N/O)NCc1ccccn1
 : 98, -0.5
O=c1cc(CO)oc2c1OCN(C1CCS(=O)(=O)C1)C2 (stereo not given)
 : 107, 1
CCOc1ccccc1N1CC(C(=O)NC2CCCCCC2)CC1=O (stereo not given)
 : 106, 0.3
Cn1c2nc3ccccc3nc2c2c(=O)n(Cc3ccccc3)cnc21
 : 99, -1.2
O=C(CCCc1c[nH]c2ccccc12)NCCN1CCOCC1
 : 101, 0.1
CC(CC1OCC(CN2CCCCC2)O1)CC(C)(C)C (stereo not given)
 : 107, 0.4
CCOc1ccc(NC(=O)C2CC(=O)NC(=Nc3ccc(Cl)c(Cl)c3)S2)cc1 (stereo not given)
 : 105, 0
CC(=O)N1CCCc2cc(S(=O)(=O)N3CCCC(C(=O)NCc4ccc(Cl)cc4)C3)ccc21 (stereo not given)
 : 110, 0.7
O=C(CSc1n[nH]c(-c2ccccc2F)n1)NN1C(=O)NC2(CCCCC2)C1=O
 : 101, -0.2
O=C(NCC(c1ccco1)S(=O)(=O)c1cccs1)c1ccc(F)cc1 (stereo not given)
 : 101, -0.3
CCCn1c(C)cc(/C=C(\C#N)C(=O)Nc2ccccc2)c1C
 : 105, 0.4
COc1cc(OC)cc(-n2c(=O)c3sccc3n(Cc3cc(=O)n4c(C)cccc4n3)c2=O)c1
 : 99, -1.3
Cc1ccccc1-c1nc(NC(=O)CSc2ncnc3sc4c(c23)CCCC4)ns1
 : 106, 0.2
COc1ccccc1NC(=O)C1=C(C)Nc2ncnn2C1c1ccc[nH]1 (stereo not given)
 : 116, 2.3
COc1ccc(C(=O)NC(=O)CSc2nc3cc(S(=O)(=O)N4CCCCC4)ccc3o2)cc1
 : 110, 0.7
CCCCCn1c(=O)[nH]c2cc(C(=O)N3CCN(c4cc(C)ccc4C)CC3)ccc2c1=O
 : 101, 0.2

# Screens deposited in PubChem BioAssay by ICCB-Longwood Screening Facility, Harvard Medical School.

# This is a subset; rates above refer to the full screens.
